Xi reactivation – activators of X-chromosome reactivation in mouse fibroblasts. 0.055% of 360,000 active. activation, % at 7.58 µM. XiGFP mouse fibroblasts, % GFP-positive cells imaging, 3 d; cells co-treated with 5-aza-dC sensitizer; scaled so ellipticine positive control = 100%;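 active = mean normalized replicate activation at least 10% and every replicate at or above 10%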;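 note: 0% = median of on-plate neutral control wells and 100% = ellipticine 6 µM median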
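Schedule: 3 d treatment, 15 min room-temperature fixation; system: 68-5-11 XiGFP fibroblast line; buffer or medium: DMEM plus 5-aza-dC sensitizer; control set: ellipticine 6 µM positive control; compound: one concentration, pinned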
E-sel inducer – E-selectin induction on HUVECs; activation, % at 7.58 µM; 0.37% of 260,000 active; AID 686992; HUVEC E-selectin immunofluorescence imaging; normalized: neutral wells 0, TNF-alpha wells 100;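 active = mean E-selectin-positive cell signal at least 10% of the positive control, reached in at least 60% of replicates, without over 20% cell loss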;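 note: in these data hits start at about 27%; measured in HUVEC primary endothelial cells; signal is the percent of cells scored E-selectin positive by PE staining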
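assay system = HUVEC, human umbilical vein endothelial cells | input = 3,000 HUVEC seeded per well | medium = EGM-2 growth medium on 0.1% gelatin-coated wells | dosing = one compound dose added by pin transfer | signal = immunofluorescence imaging | read-out basis = % PE-positive cells | control set = TNF-alpha, DMSO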
ERp5 inh – blocks human ERp5 reductase activity on insulin | ERp5 insulin aggregation, absorbance 650 nm, 90 min | 0.05% of 350,000 active | inhibition, % at 9.99 µM | Q15084;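 active = mean replicate inhibition above about 25%, with every replicate also reaching it, limit read from the data, passing the limit was not always enough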
ERAP1 inh – ERAP1 (human) enzyme inhibition | Q9NZ08 | 0.15% of 340,000 active | inhibition, % at 10.7 µM | recombinant ERAP1, Leu-AMC fluorescence, 60 min;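 active = mean replicate inhibition of at least 30%, or all replicates individually reaching that 30% level; inactive = mean below 30% and not every replicate reaching it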;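 note: 0% = neutral control wells and 100% = L-leucinethiol positive control wells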
Target sequence (Q9NZ08 whole entry, looked up): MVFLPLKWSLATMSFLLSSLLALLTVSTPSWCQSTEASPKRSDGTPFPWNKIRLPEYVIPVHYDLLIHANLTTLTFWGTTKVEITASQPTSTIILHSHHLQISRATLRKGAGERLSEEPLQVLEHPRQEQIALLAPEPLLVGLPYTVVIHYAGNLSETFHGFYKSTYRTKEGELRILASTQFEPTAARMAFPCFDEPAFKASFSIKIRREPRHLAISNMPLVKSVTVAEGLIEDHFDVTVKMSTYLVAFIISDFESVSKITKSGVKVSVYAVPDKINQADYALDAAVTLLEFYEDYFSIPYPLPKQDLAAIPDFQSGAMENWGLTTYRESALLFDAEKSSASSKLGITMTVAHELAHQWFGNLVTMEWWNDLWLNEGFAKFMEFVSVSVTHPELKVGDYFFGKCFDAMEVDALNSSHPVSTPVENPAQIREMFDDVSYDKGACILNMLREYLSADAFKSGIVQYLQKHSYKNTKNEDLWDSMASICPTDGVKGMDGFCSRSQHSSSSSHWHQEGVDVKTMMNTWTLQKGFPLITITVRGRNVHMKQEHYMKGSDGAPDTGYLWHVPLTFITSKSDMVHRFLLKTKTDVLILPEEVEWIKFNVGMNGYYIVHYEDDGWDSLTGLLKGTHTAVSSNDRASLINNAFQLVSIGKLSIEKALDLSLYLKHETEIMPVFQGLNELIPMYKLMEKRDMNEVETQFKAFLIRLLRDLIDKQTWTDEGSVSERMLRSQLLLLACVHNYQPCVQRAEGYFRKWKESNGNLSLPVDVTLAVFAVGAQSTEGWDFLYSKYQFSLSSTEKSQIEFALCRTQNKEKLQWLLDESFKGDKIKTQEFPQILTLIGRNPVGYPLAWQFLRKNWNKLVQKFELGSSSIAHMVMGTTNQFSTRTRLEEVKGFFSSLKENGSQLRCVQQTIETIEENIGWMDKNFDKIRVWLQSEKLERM
esBAF inh – blocks esBAF chromatin remodeling in mouse ES cells | Bmi1-luciferase knock-in reporter, 24 h; 100% = twice the neutral-well signal | reporter increase, % at 12.5 µM | 2% of 350,000 active; in the data active = activation above about 40%;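 note: 0% = median of the plate's neutral control wells and 100% = double that signal; a rise in the Bmi1 reporter signal indicates esBAF inhibition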
RAD54 inh – RAD54 (human) branch migration inhibition. AID 602329. 0.14% of 360,000 active. Q92698. RAD54 Holliday junction branch migration, FAM/BHQ fluorescence. inhibition, % at 10.4 µM;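 active = mean normalized replicate activity at least 40 and at least half of replicates scoring 40 or more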;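 note: 0% = median of neutral control wells and 100% = median of positive control wells; inhibitors cause a drop in the FAM fluorescence signal; in these data hits start at about 50%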
RAD52 inh – inhibitors of human RAD52 DNA annealing; P43351; recombinant RAD52 DNA annealing, FRET fluorescence; inhibition, % at 18.7 µM; 0.46% of 360,000 active;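 active = every replicate showing at least 50% inhibition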
S100A4 inh HTS – S100A4-myosin IIA interaction inhibition; inhibition, % at 10.7 µM; P26447; 0.14% of 360,000 active; S100A4/TAMRA-MyoIIA peptide fluorescence polarization;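 active = mean inhibition of at least 70% across replicates, with every replicate also reaching that level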
Target sequence (P26447 whole entry, looked up): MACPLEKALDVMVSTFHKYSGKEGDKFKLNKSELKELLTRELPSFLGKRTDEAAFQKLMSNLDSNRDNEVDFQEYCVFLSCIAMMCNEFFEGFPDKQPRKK
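assay system = human S100A4 monomer with TAMRA-labelled myosin IIA peptide | also added = labelled myosin peptide probe, 5 nM | incubation = 5 min between mix addition and reading | control set = DMSO and TFP controls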
Starred values were filed as active, the others as inactive; i = inactive; x = not tested or not shown; & = joins results of further samples.

The first two records, ahead of the listing:
1) COc1ccc(CN2CCC[C@]3(N[C@H](c4ccccc4)[C@@H]4C(=O)N(C)C(=O)[C@@H]43)C2=O)cc1
2) CCOC(=O)Cc1csc(NC(=O)Cn2c(=O)oc3ccccc32)n1

compound no.	1	2
RAD52 inh	-8	-9
E-sel inducer	-0.1	0.6
ERAP1 inh	-2	x
S100A4 inh HTS	3	4
ERp5 inh	-5	2
Xi reactivation	0.2	0.1
esBAF inh	6	x
RAD54 inh	-7	-1

Results, from the start:
1) COc1ccc(CN2CCC[C@]3(N[C@H](c4ccccc4)[C@@H]4C(=O)N(C)C(=O)[C@@H]43)C2=O)cc1
2) CCOC(=O)Cc1csc(NC(=O)Cn2c(=O)oc3ccccc32)n1
3) C[C@@H]1CN([C@H](C)CO)C(=O)Cc2cc(NC(=O)Nc3ccc(F)cc3)ccc2O[C@H]1CN(C)Cc1ccccc1
4) C[C@@H]1CN([C@H](C)CO)C(=O)c2cccc(NC(=O)C3CCOCC3)c2O[C@@H]1CN(C)C(=O)Nc1cccc2ccccc12
5) C=CCc1cccc(Cl)c1OCCCNC1CCCC1
6) COc1ccc(NC(=O)Nc2ccc3c(c2)C(=O)N([C@H](C)CO)C[C@H](C)[C@@H](CN(C)S(=O)(=O)c2ccc(C)cc2)O3)cc1

compound no.	1	2	3	4	5	6
RAD52 inh	-8	-9	-11	-2	-2	0
E-sel inducer	-0.1	0.6	0.6	0.2	0.3	0.0
ERAP1 inh	-2	x	-1	2	-2	-2
S100A4 inh HTS	3	4	7	4	-10	3
ERp5 inh	-5	2	-4	5	4	4
Xi reactivation	0.2	0.1	0.0	0.2	0.2	0.0
esBAF inh	6	x	5	-4	-10	3
RAD54 inh	-7	-1	1	-6	-4	-15

7) O=C(NC1Cc2ccccc2C1)[C@@H]1[C@@H](CO)[C@@H]2Cn3c(ccc(C4=CCCCC4)c3=O)[C@H]1N2CC1CC1
8) CN(Cc1ccco1)C(=O)c1c[nH]c2ccc(S(=O)(=O)Nc3ccc4c(c3)OCCO4)cc2c1=O
9) NC(=O)COC(=O)CCCSc1nc2ccccc2s1
10) Oc1ccc(NCc2cccs2)cc1
11) O=C(c1ccc(Cl)c(S(=O)(=O)N2CCCCC2)c1)N1CCCC(C(F)(F)F)C1 (configuration not stated)
12) Cc1ccc(-c2nnn(CC(=O)N(Cc3ccccc3)C(C(=O)NC3CCCC3)c3ccncc3)n2)o1 (configuration not stated)

compound no.	7	8	9	10	11	12
RAD52 inh	0	-13	-8	6	-3	-18
E-sel inducer	-0.1	x	2.0	x	-0.4	x
ERAP1 inh	1	3	4	1	0	3
S100A4 inh HTS	21	2	-3	12	-6	-9
ERp5 inh	-3	-3	25	-3	0	3
Xi reactivation	0.3	0.1	-0.1	0.0	0.1	x
esBAF inh	5	1	-35	-12	2	-3
RAD54 inh	-4	x	-17	-38	0	-7

13) CCCCNC(=O)CSc1nc(O)c(Cc2ccc(OC)cc2)c(=O)[nH]1
14) Cc1cc(NC(=O)c2cccc(S(=O)(=O)N3CCC(C)CC3)c2)no1
15) COc1ccc(/C=N/NC(=O)C(=O)NCC2CCCO2)cc1 (configuration not stated)
16) COc1ccc(NC2CCCN(C(=O)c3ccc(C)c(N4CCNC4=O)c3)C2)cc1 (configuration not stated)
17) COc1ccc(C)cc1NC(=O)NNC(=O)C1CCC(C(C)(C)C)CC1 (configuration not stated)
18) C[C@H]1CN([C@@H](C)CO)C(=O)c2cc(NC(=O)Nc3ccc(C(F)(F)F)cc3)ccc2O[C@H]1CN(C)CC1CCCCC1

compound no.	13	14	15	16	17	18
RAD52 inh	-7	-9	4	-6	-5	-3
E-sel inducer	x	0.0	x	0.2	2.2	x
ERAP1 inh	2	6	-2	-5	x	0
S100A4 inh HTS	-1	5	-1	-1	-8	6
ERp5 inh	3	1	1	4	-2	9
Xi reactivation	-0.1	0.0	0.0	-0.1	0.1	x
esBAF inh	x	-1	x	x	-9	-4
RAD54 inh	-4	7	-1	-7	-7	-5

19) Cn1cnnc1SCC(=O)NNC(=O)c1ccc(Cl)cc1
20) C=CCN1c2ccccc2[C@]23C[C@@H](C(=O)OC)N(C(=O)OCC)C2=NC(C(=O)OC)=C(C(=O)OC)[C@H]13
21) CC12CN3CC(C)(CN(C1)C3c1ccc3ccccc3c1O)C2=O (configuration not stated)
22) CCO[C@H]1OC(C(N)=O)=C[C@@H](c2csc3ccccc23)[C@@H]1CCCO
23) COc1ccc(N(C(=O)CNC(=O)c2cccs2)C(C(=O)NCC2CCCO2)c2ccccc2)c(OC)c1 (configuration not stated)
24) N/C(=N\NS(=O)(=O)c1cc(C(F)(F)F)cc(C(F)(F)F)c1)c1ccccn1

compound no.	19	20	21	22	23	24
RAD52 inh	-1	-12	-7	9&-16	-8	-45
E-sel inducer	1.4	-0.3	x	x	x	9.9
ERAP1 inh	3	-1	2	-3&2	0	x
S100A4 inh HTS	-13	-2	10	-46&4	6	2
ERp5 inh	5	3	-2	-2&3	3	5
Xi reactivation	-0.1	0.0	x	0.0	0.1	0.2
esBAF inh	0	6	0	-1	-3	3
RAD54 inh	x	-1	-13	0&-4	-9	-4

25) O=c1cc(C(F)(F)F)[nH]c2ccccc12
26) COc1ccc(-c2nc(CS(=O)CC(=O)NCCN3CCCCC3C)c(C)o2)cc1OC (configuration not stated)
27) CCOC(=O)c1c(-c2ccc(-c3ccccc3)cc2)csc1NC(=O)CCC(=O)O
28) CO[C@@H]1CN(C)C(=O)c2cc(NS(C)(=O)=O)ccc2OC[C@@H](C)N(CC2CC2)C[C@H]1C
29) CC(=O)Nc1sc2c(c1C(N)=O)CCN(Cc1ccccc1)C2
30) Cc1c(NC(=O)CCCOc2ccccc2)cccc1[N+](=O)[O-]

compound no.	25	26	27	28	29	30
RAD52 inh	-2	-14	-11	3	-8	-17
E-sel inducer	0.2	x	x	-0.2	-0.7	x
ERAP1 inh	4	-5	1	-3	x	-1
S100A4 inh HTS	9	19	0	9	-8	4
ERp5 inh	-1	5	-6	3	0	-5
Xi reactivation	0.0	0.3	0.2	-0.2	0.5	x
esBAF inh	-14	-3	-7	0	4	-11
RAD54 inh	x	3	-3	0	x	-3

31) O=[N+]([O-])c1ccccc1N=NNc1ccccc1
32) CNc1nc(Cl)c(SC)c(NC2CCCCC2)n1
33) C[C@@H]1CN([C@H](C)CO)C(=O)c2cc(NC(=O)C3CC3)ccc2O[C@H]1CN(C)Cc1ccc2c(c1)OCO2
34) Cc1ccc(C(=O)OCC(=O)Nc2cccc(Cl)c2C)c(O)c1
35) Cn1cnc(S(=O)(=O)N[C@@H]2C=C[C@@H](CC(=O)NCC3CCCCC3)O[C@H]2CO)c1
36) CN1CCN(C(=O)C[C@H]2C=C[C@H](NS(=O)(=O)c3cccc(F)c3)[C@H](CO)O2)CC1

compound no.	31	32	33	34	35	36
RAD52 inh	2	-10	2	-5	3	3
E-sel inducer	0.1	x	-0.3	-0.2	-0.4	-0.3
ERAP1 inh	1	1	3	-3	0	0
S100A4 inh HTS	-5	-12	-2	0	4	5
ERp5 inh	-1	0	7	3	-11	2
Xi reactivation	0.1	0.0	0.1	0.6	-0.2	-0.2
esBAF inh	113*	x	-3	6	1	-1
RAD54 inh	-3	x	7	1	-1	-2

An excerpt from above, limited to RAD52 inh, E-sel inducer and Xi reactivation:
item | molecule | RAD52 inh | E-sel inducer | Xi reactivation
12 | Cc1ccc(-c2nnn(CC(=O)N(Cc3ccccc3)C(C(=O)NC3CCCC3)c3ccncc3)n2)o1 (configuration not stated) | -18 | x | x
13 | CCCCNC(=O)CSc1nc(O)c(Cc2ccc(OC)cc2)c(=O)[nH]1 | -7 | x | -0.1

New compounds follow:
37) Cc1ccc(S(=O)(=O)NCC[C@@H]2CC[C@H](NC(=O)Nc3cccc(F)c3)[C@@H](CO)O2)cc1
38) CSc1ccccc1OCc1cc(C(=O)N2CCN3CCCC3C2)no1 (configuration not stated)
39) O=C1/C(=N\S(=O)(=O)c2cccs2)C([n+]2ccccc2)=C([O-])c2ccccc21
40) O=C(NCCCc1nc2ccccc2[nH]1)c1cccs1
41) Cc1ccc(NC(=O)c2ccc(Cl)cc2[N+](=O)[O-])nc1
42) Cc1ccc(-n2nc3c(=O)n(CC(=O)NCc4ccccc4)nc(C)c3c2C)cc1

compound no.	37	38	39	40	41	42
RAD52 inh	-5	-9	i	2	-1	2
E-sel inducer	0.0	7.6	x	4.0	x	x
ERAP1 inh	-3	-2	-1	0	2	-4
S100A4 inh HTS	73*	-9	13	3	-6	-1
ERp5 inh	0	18	-1	2	-5	5
Xi reactivation	1.9	0.0	-0.7	0.0	0.3	0.1
esBAF inh	-2	16	x	-8	x	2
RAD54 inh	7	6	x	-3	x	7

43) Fc1ccccc1C1CCN(Cc2nc(CC3CC3)no2)C1 (configuration not stated)
44) CCc1ccc(O)c(N=Cc2ccccc2O)c1
45) CN(Cc1ccccc1F)C(=O)CN1c2cccc3cccc(c23)S1(=O)=O
46) COc1ccc(N(C(C)C(=O)N2CCC(Cc3ccccc3)CC2)S(C)(=O)=O)cc1 (configuration not stated)
47) CC(O)[C@H]1CC[C@H]2[C@@H]3CC[C@H]4C[C@@H](O)CC[C@]4(C)[C@H]3/C(=N/O)C[C@]12C (some centres not stated)
48) CCCNC(=O)Nc1ccc2c(c1)C(=O)N(C)C[C@H](OC)[C@@H](C)CN(C(C)=O)[C@@H](C)CO2

compound no.	43	44	45	46	47	48
RAD52 inh	-12	-15	-9	-10	-26	8
E-sel inducer	x	x	-2.1	-1.9	-0.1	-0.2
ERAP1 inh	0	0	7	0	0	0
S100A4 inh HTS	-4	-25	-5	-5	23	10
ERp5 inh	-2	-2	7	-1	4	-1
Xi reactivation	0.1	x	0.3	-0.1	0.0	-0.5
esBAF inh	x	0	0	-26	-6	x
RAD54 inh	x	x	3	-20	-3	x

49) COc1ccc(N(C)S(=O)(=O)c2ccc3c(c2)CCN3C(=O)C2CC2)c(OC)c1
50) CC(=O)c1ccc(-n2nnnc2SCC(=O)NNC(=O)c2ccco2)cc1
51) Cn1c(=O)c2cc(NC(=S)NCc3ccccc3F)ccc2n1Cc1ccccc1
52) COc1ccc(CNC(=O)C2CCN(S(=O)(=O)c3cccc(C(F)(F)F)c3)CC2)cc1

compound no.	49	50	51	52
RAD52 inh	-16	-7	-4	-9
E-sel inducer	x	x	-0.1	-0.3
ERAP1 inh	4	6	-6	-1
S100A4 inh HTS	3	-4	1	-2
ERp5 inh	-4	-3	0	3
Xi reactivation	0.1	x	0.1	0.0
esBAF inh	-4	-4	-5	1
RAD54 inh	6	2	1	-5

Single records (already shown). Order of screens: RAD52 inh | E-sel inducer | ERAP1 inh | S100A4 inh HTS | ERp5 inh | Xi reactivation | esBAF inh | RAD54 inh
COc1ccc(CNC(=O)C2CCN(S(=O)(=O)c3cccc(C(F)(F)F)c3)CC2)cc1 reads -9 | -0.3 | -1 | -2 | 3 | 0.0 | 1 | -5
COc1ccc(N(C)S(=O)(=O)c2ccc3c(c2)CCN3C(=O)C2CC2)c(OC)c1 reads -16 | x | 4 | 3 | -4 | 0.1 | -4 | 6

Screens from PubChem.
